Screening data deposited in PubChem by National Center for Advancing Translational Sciences (NCATS).
DT40 TDP1 CPT – growth inhibition of DT40 Tdp1-/-;hTDP1 cells with camptothecin (screen for TDP1 inhibitors). chicken DT40 Tdp1-/-;hTDP1 cells + 20 nM CPT, ATP luminescence, 48 h. Potency, µM (doses to about 46.2 µM), for inactives: at the highest dose activity change, negative = growth inhibition, hits mostly inhibitors. hit rate 12% among 420,000. AID 686979; note: nearly all actives have a fitted effect of over 55% in size
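Chicken DT40 Tdp1-/- cells stably complemented with human TDP1 were seeded at 400 cells/well in medium containing 20 nM camptothecin, exposed to pin-transferred compounds, and grown at 37 °C for at least 48 hr. Viability was read as ATP luminescence.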
KAT2A inh – GCN5L2 (KAT2A) acetyltransferase inhibition; Q92830; GCN5L2 HAT assay, ThioGlo1 CoA-SH fluorescence; Potency, µM (series often up to 58.9 µM), inactives show at the top dose activity change, negative = inhibition, hits mostly inhibitors; hit rate 0.21% among 390,000
Target sequence (Q92830 whole entry, looked up): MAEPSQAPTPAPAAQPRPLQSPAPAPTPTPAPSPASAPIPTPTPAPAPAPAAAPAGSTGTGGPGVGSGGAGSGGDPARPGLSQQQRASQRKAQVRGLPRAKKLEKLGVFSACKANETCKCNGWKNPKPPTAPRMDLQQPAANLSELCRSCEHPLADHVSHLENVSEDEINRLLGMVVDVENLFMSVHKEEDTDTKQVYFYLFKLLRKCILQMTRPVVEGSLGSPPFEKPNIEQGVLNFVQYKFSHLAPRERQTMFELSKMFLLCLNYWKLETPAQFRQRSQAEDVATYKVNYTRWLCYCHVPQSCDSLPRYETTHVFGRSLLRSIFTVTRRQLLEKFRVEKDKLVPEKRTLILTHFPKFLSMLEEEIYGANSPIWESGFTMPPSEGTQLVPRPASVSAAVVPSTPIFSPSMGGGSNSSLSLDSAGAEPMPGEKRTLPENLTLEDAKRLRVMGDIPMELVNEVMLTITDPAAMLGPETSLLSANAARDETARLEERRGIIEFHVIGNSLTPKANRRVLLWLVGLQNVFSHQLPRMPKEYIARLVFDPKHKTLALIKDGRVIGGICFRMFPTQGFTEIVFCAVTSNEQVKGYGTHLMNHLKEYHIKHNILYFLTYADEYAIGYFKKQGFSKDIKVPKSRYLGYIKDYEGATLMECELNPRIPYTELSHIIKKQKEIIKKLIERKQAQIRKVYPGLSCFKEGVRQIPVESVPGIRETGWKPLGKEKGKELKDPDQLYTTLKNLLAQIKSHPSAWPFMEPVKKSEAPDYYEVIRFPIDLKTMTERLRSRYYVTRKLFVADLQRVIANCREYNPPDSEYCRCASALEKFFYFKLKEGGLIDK
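GCN5L2 (20 nM) in 50mM HEPES pH 7.5, 0.1mM EDTA, 0.01% Tween-20 preincubated 15 min with compounds at room temperature. Reaction started with H3(1-25) 75uM, acetyl-CoA 70uM, ThioGlo1 50uM; CoA-thiol fluorescence (Ex340/Em540) read at 0 and 20 min.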
DT40 TDP1 no CPT – qHTS for Inhibitors of human tyrosyl-DNA phosphodiesterase 1 (TDP1): qHTS in cells in absence of CPT; DT40 Tdp1-/- hTDP1 cells, no CPT, ATP luminescence, 48 h; hit rate 15% among 420,000; Potency, µM (doses to about 46.2 µM), for the others: at the highest dose activity change, negative = growth inhibition, most hits filed as inhibitors; AID 686978, 2013; note: nearly all actives have a fitted effect of over 55% in size
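DT40 Tdp1-/-;hTDP1 cells, no CPT (DMSO vehicle only), 400 cells/well; compounds pin-transferred; ≥48 hr, 37 °C; CellTiter-Glo 30 min RT dark, luminescence read.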
* hit, by the source's call; u = inconclusive; x = not tested or not shown; & = joins results of further samples; [ ] = dose if it differs, or a comment. Calls come from the whole dose curve; as a rule, active = well fitted curve in the direction sought with a large enough effect; inconclusive = small, poorly fitted or top-dose-only effect, or another doubt; inactive = no such curve, though single readings can be large; an effect the other way counts as inactive or inconclusive. % is set by controls: 0 for no effect and ±100 for the full control effect; potency is the fitted concentration of half-maximal effect. The order is random. About 18% of those tested had a hit in this group.

The line under a structure holds: DT40 TDP1 CPT | KAT2A inh | DT40 TDP1 no CPT
COCCNC(=O)/C(C#N)=C/c1ccc(-c2ccc(S(=O)(=O)N3CCOCC3)cc2)o1
  u | -8% | u
O=C(c1ccc(CSc2ccc(Cl)cc2)o1)N1CCOCC1
  u | x | u
COc1ccc(-c2cnnn2-c2ccc(NC(=O)c3ccco3)cc2)cc1OC
  -5% | 5% | -6%
Cc1ccc(O)c(NC(=O)CCS(=O)(=O)c2nc(-c3ccc4c(c3)OCO4)cc(C(F)(F)F)n2)c1
  8.2µM* | -5% | 12µM*
O=C1OCC/C1=C1/NCCNC1=O
  -25% | x | u
COc1ccc(CNC(=O)C(C)n2c(=O)cc(C)c3c(C)nn(-c4ccccc4)c32)cc1 (stereo not given)
  -26% | -3% | -19%
CN(C)Cc1c[nH]c2nccnc12
  6% | x | -2%
Cc1c[nH]c(=O)c([N+](=O)[O-])c1
  -5% | -3% | 2%
CCOC(=O)C/C(C)=N/NC(=O)COc1ccccc1C
  9% | -1% | -7%
OC(COc1cccc2ccccc12)CN1CCN(c2ccc(Cl)cc2)CC1 (stereo not given)
  u | u | 23µM*
Cc1onc(-c2ccccc2)c1C(=O)N/N=C/C(Br)=C/c1ccccc1
  6.5µM* | -9% | 9.2µM*
COc1ccc(-c2nc(NC(=O)c3[nH]c(C)c(C(C)=O)c3C)sc2C)cc1
  u | -14% | u
COc1cc(-c2nnn(CC(=O)N3CCOCC3)n2)cc(OC)c1OC
  -1% | -5% | -3%
COc1ccc(CCNC(=O)Cc2c(C)c3cc4c(C(C)(C)C)coc4c(C)c3oc2=O)cc1OC
  6.5µM* | -3% | 8.2µM*
Cn1cc(-c2nc3cnc(Oc4ccccc4)nc3n(CCC#N)c2=O)c2ccccc21
  12% | -16% | 9%
CCNc1nc(NCc2ccco2)c2ccccc2n1
  11µM* | x | 11µM*
O=C(CC1Oc2ccccc2NC1=O)NCc1ccc(F)cc1 (stereo not given)
  -23% | -8% | -7%
Cc1cc(C)cc(-n2ncc3c2CCCC3NC(=O)CCN2CCCC2=O)c1 (stereo not given)
  1% | -6% | -3%
CC(Oc1cccc(Cl)c1)C(=O)Nc1ccccc1N1CCCCC1 (stereo not given)
  3% | -1% | -9%
Cc1ccc(CN2CCN(C(=O)CCc3ccccc3)CC2)cc1
  -2% | -15% | u
COc1ccccc1N1C(=O)C2C(c3ccc(F)cc3)NN(C(=O)c3ccc(C)cc3)C2C1=O (stereo not given)
  -2% | -6% | -1%
O=[N+]([O-])c1cccc(C2=NC(c3ccccc3)CO2)c1 (stereo not given)
  -23% | 1% | -20%
COc1ccccc1CC(=O)N1CCC(CCC(=O)NC2CC2)CC1
  -7% | -28% | 1%
CCOC(=O)c1cc(-c2ccc(C)cc2)n(CC(=O)Nc2cccc(C(C)=O)c2)c1C
  -21% | -2% | u
COc1ccc(CNc2nc(NCc3ccc(OC)cc3)c3[nH]cnc3n2)cc1
  u | 3% | 29µM*
CC1CC(C)CN(C(=O)COC(=O)Cc2ccc(Br)cc2)C1 (stereo not given)
  24% | -9% | -12%
O=C(NCc1ccccn1)c1cc(S(=O)(=O)N2CCCCCC2)ccc1Cl
  -13% | -18% | u
CCOC1=C2[C@@H](CN(S(=O)(=O)c3ccc(C)cc3)[C@H]2c2ccccc2F)[C@H]2C(=O)N(Cc3ccccc3)C(=O)[C@H]2C1
  u | x | u
COc1cc2ccccc2cc1C(=O)Nc1ccncc1
  -17% | 1% | -29%
CCOCC(=O)Nc1nnc(COc2ccc(Cl)cc2)s1
  16µM* | -9% | 23µM*
COc1ccc(CCNC(=S)Nc2ccc(S(=O)(=O)Nc3ncccn3)cc2)cc1OC
  9% | 1% | 15%
O=C(CSc1nnc(-c2ccncc2)n1Cc1ccccc1)NC1CCCCC1
  -8% | -17% | -4%
O=C(NCc1ccccc1)C1(C(F)(F)F)CC(CCCO)CCCO1 (stereo not given)
  -17% | x | -14%
CCOc1cc(C(=O)NCCCn2ccnc2)cc(OCC)c1OCC
  1% | 1% | 13%
O=C(C(=O)N1CCN(C(=O)OCc2ccccc2)CC1)c1cccnc1
  -2% | x | -13%
COc1ccccc1-c1nc(N(C)Cc2ccco2)c2ccccc2n1
  u | -9% | u
COc1ccccc1C(=O)NCCC(=O)Nc1ncccc1C
  1% | -2% | 1%
O=C1NC(=O)c2cc(NC(=O)c3cccc4ccccc34)ccc21
  u | -3% | u
CCCCn1c(=O)[nH]c(=O)c2c1nc(-c1ccsc1)n2Cc1ccccc1
  u | -19% | 29µM*
COc1ccc(-c2cc(CNS(=O)(=O)c3ccccc3)on2)cc1
  -4% | -1% | u
CCOC(=O)N1CCN(CC(O)COc2ccc(C)c(C)c2)CC1 (stereo not given)
  -4% | u | 1%
CCCNC(=O)c1ccc2c(c1)C1C3CCC(C3)C1C(c1ccccc1)N2 (stereo not given)
  21µM* | -10% | u
COc1ccccc1CN(C)C(=O)c1ccccc1SCC(=O)N1CCCC1
  u | 1% | -6%
c1ccc2c(-c3cncc4ccccc34)cncc2c1
  u | x | u
CCOc1ccc(-c2nc(C#N)c(N3CCCCCC3)o2)cc1
  21µM* | -7% | u
O=C(COC(=O)Cn1nnc(-c2ccccc2)n1)Nc1cc(F)ccc1F
  1% | -6% | 5%
CC[C@]12c3[nH]c4ccc(OC)cc4c3CCN1C(=O)C(CC(=O)NCc1ccco1)C[C@@H]2C(=O)N1CCN(C(=O)c2ccco2)CC1 (stereo not given in full)
  7% | -2% | -1%
O=C1CC(c2ccccc2)CC2=C1C(c1ccco1)n1nc(C(F)(F)F)nc1N2 (stereo not given)
  u | x | 14µM*
CCn1c(SCC(=O)Nc2nccs2)nnc1C1CC1
  19% | 20% | 6%
O=C(C1=C[C@H](c2csc3ccccc23)C[C@H](OCCCCO)O1)N1CCN(Cc2ccccc2)CC1
  26µM* | -14% | u
Cc1ccc(O)c(C(=O)CC(=O)c2ccc(C(C)(C)C)cc2)c1
  7.3µM* | -12% | 4.6µM*
Cc1ccc(N(C)C(=O)C2CCN(S(=O)(=O)c3cn(C)cn3)CC2)cc1
  0% | 1% | -10%
c1ccc(CSc2nc3ncncc3[nH]2)cc1
  -17% | 1% | 3%
Cc1ccc(-c2nnc(NC(=O)c3ccc4c(c3)OCCO4)o2)c(C)c1
  u | -10% | u
CCCN(CCC)CCCNC(=O)C1c2cc(OC)c(OC)cc2C(=O)N(C)C1c1cccs1 (stereo not given)
  2% | -5%[0.501 µM] | 1%
O=C(N[C@@H](Cc1ccccc1)C(=O)O)c1ccncc1
  -4% | -7% | -5%
O=C(Nc1ccc(Cl)cc1)c1cccc(N2C(=O)C3C4CCC(C4)C3C2=O)c1 (stereo not given)
  u | -4% | 15µM*
CCc1cccc(NC(=O)Cn2c(C(=O)OC)cc3sc(Cl)cc32)c1
  u | 1% | u
CCCCN(Cc1ccco1)C(=O)c1cc2c(s1)-c1c(C)cccc1OC2
  u | -11% | 23µM*
COc1cc(NC(=O)c2ccc(Cl)cc2)c2ncccc2c1
  -14% | -2% | 13%

Record cards, from the list above:
Record of COc1cc(NC(=O)c2ccc(Cl)cc2)c2ncccc2c1 = DT40 TDP1 CPT: -14%; KAT2A inh: -2%; DT40 TDP1 no CPT: 13%
Record of O=C(NCc1ccccc1)C1(C(F)(F)F)CC(CCCO)CCCO1 (stereo not given) = DT40 TDP1 CPT: -17%; KAT2A inh: x; DT40 TDP1 no CPT: -14%
Record of O=C(COC(=O)Cn1nnc(-c2ccccc2)n1)Nc1cc(F)ccc1F = DT40 TDP1 CPT: 1%; KAT2A inh: -6%; DT40 TDP1 no CPT: 5%

The list goes on.
SMILES | DT40 TDP1 CPT | KAT2A inh | DT40 TDP1 no CPT
CC1CN(S(=O)(=O)c2ccc(F)cc2)CN1C(=O)N1CCOCC1 (stereo not given) | -21% | -1% | -20%
O=Cc1ccc(OCc2nnc(-c3ccccc3Br)o2)cc1 | 8% | -2% | -10%
CC(OC(=O)c1cccs1)C(=O)NC1CC1 (stereo not given) | 6% | 2% | -5%
O=C1CCC(C(=O)N2CCOCC2)CN1Cc1ccc(Cl)cc1 (stereo not given) | 11% | -16% | -2%
CC(C)(C)c1nnc(NC(=O)COc2ccc3c(c2)OCO3)s1 | -8% | -3% | -17%
Cc1ccc2c(c1)c(C)cc(=O)n2CCC(=O)O | 18% | -6% | -5%
CCNC(=O)COC(=O)C1C(C(=O)OCC)=C(C)NC(C)=C1C(=O)OCC | 1% | 4% | 0%
Cc1cc(OC(=O)c2ccccc2Cl)cc(=O)n1C | 2% | -20% | 9%
CCOc1ccc(NC(=O)c2cccc(N3CCCS3(=O)=O)c2)cc1 | -25% | 3% | -28%
CC(/C=C1\SC(=S)N(NC(=O)c2ccc(C)cc2)C1=O)=C\c1ccccc1 | -19% | 1% | u
COc1ccc(NC(=O)c2c(Cl)nc3ccccn23)cc1 | -5% | 6% | -3%
CN1CCN(c2ncncc2-c2cccnc2)CC1 | u | 0.89µM* | -1%
Cc1ccc(Sc2cc(NCCCO)c([N+](=O)[O-])c3nonc23)cc1 | 2.3µM* | 8% | 2.9µM*
CCCC(=O)N1CCc2[nH]c3ccccc3c2C1 | -21% | -15% | -23%
CCNC(=O)C1CCCN(C(=O)c2cc(F)cc(F)c2)CC1 (stereo not given) | 2% | x | -4%
O=C1C2C3C=CC(C3)C2C(=O)N1c1nc2ccccc2s1 (stereo not given) | -10% | 0% | -7%
COc1cccc(C(=O)Nc2ccc(NC(=O)c3ccco3)cn2)c1 | -17% | -7% | u
COc1ccc(NC(=O)CSc2c3c(nc4ccccc24)CCC3)cc1Cl | 0.58µM* | 2% | -73%
COc1ccc(C(=O)Nn2c(CC(C)C)nc3cc(Cl)ccc3c2=O)c(OC)c1 | u | 2% | 21µM*
CCOC(=O)c1ccc(-c2ccc(/C=N/NC(=O)CN(c3ccccc3Br)S(C)(=O)=O)o2)cc1 | u | -25% | u

Two compounds picked at random from the list so far:
SMILES | DT40 TDP1 CPT | KAT2A inh | DT40 TDP1 no CPT
COc1cccc(C(=O)Nc2ccc(NC(=O)c3ccco3)cn2)c1 | -17% | -7% | u
CCNC(=O)C1CCCN(C(=O)c2cc(F)cc(F)c2)CC1 (stereo not given) | 2% | x | -4%

(listing goes on)
SMILES | DT40 TDP1 CPT | KAT2A inh | DT40 TDP1 no CPT
COc1ccccc1NC(=O)COc1ccc(/C=N/NC(=O)CSCc2cc(C)cc(C)c2)cc1 | -17% | -5% | u
O=[N+]([O-])c1ccc(/C=N\NS(=O)(=O)c2ccc(F)cc2)o1 | 15µM* | -20% | u
Cn1nc(C(=O)N2CCN(c3ccc(F)cc3)CC2)c2c1-c1ccccc1S(=O)(=O)C2 | -29% | -6% | -19%
CC(C)N(C(=O)CSc1nnnn1-c1ccc2c(c1)OCO2)C(C)C | -27% | -1% | u
COc1ccc2c(c1OC)C(=O)NC(C)=C(C(=O)OC(C)(C)C)C2O (stereo not given) | -3% | u | -1%
Cc1cc(C)cc(NC(=O)Cn2nnc(C(=O)NCc3ccccc3Cl)c2N)c1 | u | 0%&4% | u
CCCC(C)NC(=O)CSc1nnc2ccccn12 (stereo not given) | -2% | -1% | -18%
COc1cc(NC(=O)CN2C(=O)c3ccccc3S2(=O)=O)c(OC)cc1Cl | -3% | 3% | -1%
COc1ccccc1NC(=O)C1C2C=CC3(CN(Cc4cccnc4)C(=O)C13)O2 (stereo not given) | 9% | -5% | 2%
CCOC(=O)c1[nH]c2ccccc2c1NC(=O)c1cc(OC)cc(OC)c1 | 23µM* | 5% | 23µM*
CCCCN(C(=O)C1=NN(c2ccccc2)C(=O)CC1)c1c(N)n(CC(C)C)c(=O)[nH]c1=O | -2% | 2% | 11%
COc1ccc([C@@H]2[C@@H]3C(=O)N(C(C)(C)C)C(=O)[C@@H]3[C@]3(CC(C)C)C(=O)N(c4cccc(F)c4)C(=O)N23)cc1 | -25% | -9% | -17%
CCCCCCCCCCCC(=O)OCC(O)CO (stereo not given) | -3% | 17% | -22%
CCCN(C(=O)c1cc(C)ccc1C)c1c(N)n(Cc2ccccc2)c(=O)[nH]c1=O | -24% | -4% | -4%
COc1ccc(CNC(=O)CNC(=O)c2c(C)nn(C)c2Cl)cc1 | -4% | 16% | 10%
Cc1occc1-c1nnc(SCC(=O)N2CC(=O)Nc3ccccc32)n1CC(C)C | -4% | -4% | -13%
CCCN(CCC)S(=O)(=O)c1ccc(C)cc1 | -5% | -5% | -20%
